LAP4 TOR yeast = yeast TOR pathway LAP4-GFP modulation; S. cerevisiae LAP4-GFP multiplex, flow cytometry GFP, 3 h; median GFP as percent of DMSO wells; GFP response vs DMSO, % at 10 µM; 320,000 compounds, 0.34% hits; AID 2023;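 active = GFP response vs DMSO above a set limit, about the screen mean plus 3 SD, cut at about 150% in these data; inconclusive = under 70 cell events counted for the yeast strain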
MEP2 TOR yeast = modulators of TOR pathway MEP2-GFP in S. cerevisiae. S. cerevisiae MEP2-GFP strain, flow cytometry GFP, 3 h; 100% = DMSO control level. GFP response vs DMSO, % at 10 µM. 330,000 compounds, 0.51% hits;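 active = GFP response versus DMSO above a set limit, roughly screen mean plus 3 SD, cut at about 180% in these data; inconclusive = fewer than 70 cells counted for a yeast strain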;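 also: median GFP fluorescence of the barcode-gated MEP2-GFP cells per well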
procasp3 activ = procaspase-3 (human) activation; P42574; recombinant procaspase-3 D3A, Ac-DEVD-pNA absorbance 405 nm; activation, % at 8.5 µM; 330,000 compounds, 0.11% hits; AID 463141;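 active = activation above the mean of all tested compounds plus 3 SD, cut at about 21% in these data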;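 also: 0% = DMSO alone and 100% = DMSO wells spiked with extra 5 µM PC-3 D3A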
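Assay system: Autoprocessing-dead procaspase-3 D3A mutant enzyme; also added: Ac-DEVD-pNA; doses: one concentration, 8.5 µM nominal, 0.8% DMSO; times: 1 h compound preincubation, 2 h substrate hydrolysis at 25 °C; technique: 405 nm absorbance of p-nitroaniline, reads at 0 and 120 min; measure: % activation between DMSO and enzyme-spiked controls; repeats: single replicate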
procasp7 counter = activates human procaspase-7, counter-screen for procaspase-3 activators; P55210; recombinant procaspase-7, Ac-DEVD-pNA absorbance 405 nm; D23A/D198A/D206A triple mutant, cannot self-cleave; scale: DMSO 0, 5 µM enzyme 100; activation, % at 8.5 µM; 330,000 compounds, 0.093% hits; AID 463210;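 active = percent activation above the screen-wide mean plus 3 SD, cut at about 25% in these data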
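buffer or medium = Zinc-free HEPES/NaCl buffer, pH 7.4 | material = Procaspase-7 triple mutant (PC-7 D3A) | input = 2 µM procaspase-7 mutant as dispensed | signal = Epi-absorbance of released pNA at 405 nm, two timepoints | timing = 1 h preincubation, 2 h reaction | replicates = singlicate compound testing | evaluation = % activation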
EBNA-1 inh = blocks EBNA-1 binding to DNA. EBNA-1 DNA binding, fluorescence polarization. inhibition, % at 14.8 µM. 300,000 compounds, 0.34% hits; in the data active = inhibition above about 28%
RPL19A TOR yeast = yeast TOR pathway RPL19A-GFP modulation. S. cerevisiae RPL19A-GFP strain, flow cytometry, 3 h; active compounds read low. percent response vs DMSO, % at 10 µM. 330,000 compounds, 0.3% hits. AID 2025;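 active = percent response vs DMSO below 50%; inconclusive = fewer than 70 events counted for the yeast strain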;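 also: median channel GFP fluorescence of the barcoded RPL19A-GFP strain; ratio of sample median GFP to plate DMSO average so 100% = DMSO; lower means less RPL19A-GFP as with rapamycin TOR inhibition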
AHR act = activates the human aryl hydrocarbon receptor; 320,000 compounds, 2.5% hits; AID 2796; AHR-responsive luciferase reporter cells, luminescence; P35869; activation, % at 5 µM; in the data active = activation above about 47%;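 also: 0% = vehicle wells and 100% = reference agonist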
ZTA DNA inh = ZTA (EBV) inhibition in EBNA-1 counter-screen | P03206 | ZTA-DNA binding, fluorescence polarization | inhibition, % at 11 µM | 320,000 compounds, 0.15% hits; in the data active = inhibition above about 33%
* marks the source's active call; other numbers are inactive results; ? = inconclusive; nt = not tested or not shown; [ ] = another dose, or the depositor's remark. Random draw from the library; any-hit rate near 3.8%.

SMILES	LAP4 TOR yeast	MEP2 TOR yeast	procasp3 activ	procasp7 counter	EBNA-1 inh	RPL19A TOR yeast	AHR act	ZTA DNA inh
COCCN(C(=O)c1ccccc1F)c1c(N)n(Cc2ccccc2)c(=O)[nH]c1=O	105.3	67.6	5.2	13.1	-2.2	92.2	0.3	4.3
Oc1c(Br)cc(C=Nc2ccc3nc(-c4ccccc4)[nH]c3c2)c(O)c1Br	147.0	113.2	-6.5	-6.7	2.5	92.6	25.6	-6.5
CN(Cc1ccno1)C(=O)CC1C(=O)NCCN1CC(c1ccccc1)c1ccccc1 (stereo not given)	117.3	90.3	-12.2	-6.5	0.0	95.1	1.1	3.6
CC1(C)Cc2c(c(=S)nc(-c3ccccc3)n2CCOCCO)CO1	104.1	108.7	-4.4	-2.2	15.0	99.0	0.2	11.3
CC(C)NC(=O)NC(=O)COC(=O)Cc1c(F)cccc1Cl	99.2	95.6	0.0	-10.8	6.6	95.7	-2.1	11.0
Cc1ccc(CONC(=O)c2cccc([N+](=O)[O-])c2)cc1	98.9	107.7	4.3	8.8	nt	98.0	0.5	-23.7
CCOC(=O)c1cnc(-n2nc(C)cc2C)nc1Oc1ccc(C(=O)OC)cc1	104.2	99.2	-4.0	-0.4	2.8	95.8	-2.1	2.4
COc1ccc(OCCOc2ccc(S(=O)(=O)N3CCCC3)cc2[N+](=O)[O-])cc1	104.6	102.3	5.4	7.1	nt	101.7	0.2	-1.9
CC(C)CCC(C(=O)NC(C)c1ccccc1)C(=O)NC(C)c1ccccc1 (stereo not given)	92.8	91.0	-2.0	10.4	11.8	99.2	2.2	8.3
COC(=O)[C@]1(C)N[C@H](CN(C)C(=O)c2ccc(C)cc2)[C@@H]2C(=O)N(Cc3ccccc3)C(=O)[C@@H]21	94.4	88.3	0.4	-3.4	nt	95.4	0.6	nt
Cn1c2ccccc2c2cc(C(=O)O)ccc21	137.6	93.2	8.0	-2.4	-5.9	83.0	2.3	-2.3
COc1cccc(N2C(=O)C3CCCN3C2c2cccs2)c1 (stereo not given)	110.3	107.8	12.1	-3.0	6.2	99.7	-1.8	4.2
N#CC1=C(N)Oc2cc(O)ccc2C1c1ccccc1 (stereo not given)	88.4	100.7	-4.5	-0.6	11.9	97.1	0.3	0.6
Cc1ccc(C(=O)N(CN2CCCC2=O)c2ccc(F)cc2)cc1C	111.5	103.1	4.8	-13.7	-1.2	97.6	-1.6	7.8
O=C(CN1C(=O)C2CC=CCC2C1=O)Nc1nnc(SCc2c(Cl)cccc2Cl)s1 (stereo not given)	100.3	97.7	0.3	3.1	-11.5	103.9	0.7	14.5
CCc1ccc(C(=O)COC(=O)c2nn(C)c(=O)c3ccccc23)cc1	116.6	89.5	6.0	-4.2	-11.6	96.9	3.8	-2.6
O=C(N/N=C/c1ccc[nH]1)c1sc2ccccc2c1Cl	137.6	108.8	-2.0	-7.8	-22.6	91.8	27.1	-4.7
CC1(C)C=Cc2c(ccc3c2OC[C@H](c2ccc(O)cc2O)C3)O1	129.5	102.9	1.5	-9.4	nt	92.4	6.2	6.4
Cc1ccc(-c2nn(-c3ccccc3)cc2C=C2C(=O)CC(C)(C)CC2=O)cc1	121.8	91.0	-3.7	1.6	14.7	95.8	-1.7	0.5
CSc1ncccc1C(=O)Nc1ccc(OC(F)(F)F)cc1	111.2	106.7	-0.8	10.6	-10.9	101.8	35.5	-8.4
O=C(NCC1CCCO1)c1cc(-c2ccccc2)on1 (stereo not given)	79.3	90.5	-6.4	5.7	8.0	114.3	5.2	6.4
CCN(CC)CCN(C(=O)c1ccc2c(c1)CCCC2)c1nc2cc(OC)c(OC)cc2s1	153.7*	125.3	3.5	1.5	2.7	113.9	1.8	-13.5
CCOC(=O)N1CCN(C(=O)CCc2ccc(S(=O)(=O)NCC(C)C)cc2)CC1	117.8	96.5	-5.0	0.5	13.7	92.6	-1.7	-10.7
COc1ccc(C(=O)Nc2ccc(N3CCN(c4ccc(OC)cc4)CC3)c(C#N)c2)cc1	98.1	113.1	1.2	0.6	-3.6	96.8	2.8	8.2
COc1ccc(C2CC(c3ccc4ccccc4c3)=NN2C(=O)CN2C(=O)CCC2=O)cc1 (stereo not given)	92.5	96.3	-1.2	14.0	-4.8	97.0	-2.5	0.0
CC(=O)CSc1nc2ccccc2o1	94.3	93.5	6.0	-3.3	-4.3	92.9	11.4	-9.9
Cc1ccc(Cn2nc(C)c(C(=O)NCC(c3ccc(F)cc3)N3CCOCC3)c2Cl)cc1 (stereo not given)	83.5	96.7	6.1	-1.5	nt	88.3	0.4	0.8
CN(C)c1ncc(CN2CCC(CO)(CCCc3ccccc3)CC2)s1	106.0	99.2	4.4	1.5	-5.2	98.4	1.4	-24.7
Cc1cc(C(F)(F)F)n(-c2nc(C(=O)N/N=C/c3ccc(F)cc3)cs2)n1	93.8	91.2	-4.5	10.8	-3.3	90.9	6.4	5.8
C/C=C1\COC(C(=O)NCc2ccncc2)(C(F)(F)F)C=C1C=C1CCCCC1 (stereo not given)	115.0	96.1	-0.5	-4.4	11.1	103.9	2.7	-5.7
O=C(COC(=O)/C=C/c1ccco1)Nc1ccc(F)cc1Cl	100.7	98.4	-11.8	-0.2	-13.0	104.8	1.0	-1.9
CCOC(=O)C1(CCCc2ccccc2)CCN(C(=O)c2cc(C)nc(C)n2)CC1	88.9	91.3	1.6	9.3	-0.7	93.9	-0.5	6.9
Cc1cccc(-c2noc(C3CCCCC3)n2)c1	102.4	100.1	-6.5	-3.3	-11.1	99.8	8.8	-1.3
COc1ccc(Cl)cc1/C=C1/C(=O)ON=C1C	102.3	108.4	2.3	-8.7	2.1	113.7	0.6	2.5
COCCn1cnc2c1c(=O)n(CC(=O)OCC(=O)NCC(F)(F)F)c(=O)n2Cc1ccccc1	85.0	103.2	5.3	-7.0	-14.2	100.2	0.9	7.6
CCOC(=O)c1c(S(=O)(=O)Nc2ccc(F)cc2Cl)c(C)n(C)c1C	97.7	96.0	5.9	9.3	-10.4	96.2	0.6	-6.5
CC(C)c1cc(NC(=O)CCl)on1	99.5	104.4	4.4	3.4	1.5	109.6	3.2	2.4
CCS(=O)(=O)c1nc(S(=O)(=O)c2ccc(C)cc2)c(NCCCN(C)C)s1	93.1	107.3	4.5	2.1	-2.4	92.9	-2.5	3.0
COc1cccc(N(CC(=O)NCc2ccco2)C(=O)CCC(=O)Nc2nccs2)c1	121.6	103.2	2.2	6.4	-1.1	103.6	5.5	2.5
Cc1cc(C)c(S(=O)(=O)c2cccc(C)c2C)c(=O)[nH]1	73.7[may fluoresce violet]	387.1*[may fluoresce violet]	5.5	-4.8	-0.9	53.9[may fluoresce violet]	1.0	-0.2

A draw from above in order of number of heavy atoms, ascending:
SMILES	LAP4 TOR yeast	MEP2 TOR yeast	procasp3 activ	procasp7 counter	EBNA-1 inh	RPL19A TOR yeast	AHR act	ZTA DNA inh
CC(=O)CSc1nc2ccccc2o1	94.3	93.5	6.0	-3.3	-4.3	92.9	11.4	-9.9
CC1(C)C=Cc2c(ccc3c2OC[C@H](c2ccc(O)cc2O)C3)O1	129.5	102.9	1.5	-9.4	nt	92.4	6.2	6.4
CCOC(=O)c1c(S(=O)(=O)Nc2ccc(F)cc2Cl)c(C)n(C)c1C	97.7	96.0	5.9	9.3	-10.4	96.2	0.6	-6.5
CN(C)c1ncc(CN2CCC(CO)(CCCc3ccccc3)CC2)s1	106.0	99.2	4.4	1.5	-5.2	98.4	1.4	-24.7

(next part)
SMILES	LAP4 TOR yeast	MEP2 TOR yeast	procasp3 activ	procasp7 counter	EBNA-1 inh	RPL19A TOR yeast	AHR act	ZTA DNA inh
COc1ccc(OCc2cn3c(C)cc(C)nc3n2)cc1	97.2	105.4	-1.4	14.7	3.4	98.1	-2.1	-6.7
O=C(Cn1cnc2c(nnn2Cc2ccc(Cl)cc2)c1=O)NC1CCCC1	101.9	101.1	1.2	0.5	3.8	100.6	1.7	-5.7
COC(C(=O)Nc1ccnn1C1CCN(Cc2cnn(C(C)C)c2)CC1)c1ccccc1 (stereo not given)	95.8	101.8	1.1	-0.1	-0.1	102.7	-1.5	0.8
OCCN=c1cc(-c2ccccc2)oc2ccc(Cl)cc12	92.6	97.5	-20.9	-36.5	-2.9	92.6	7.8	4.4
CCCCOC(=O)NCN1C(=O)C2C3C=CC(C3)C2C1=O (stereo not given)	104.5	107.3	-0.4	5.5	4.0	99.7	-1.5	-9.1
Cc1ccc(-c2sc(-c3cccnc3)nc2CC(=O)O)cc1	98.6	95.3	-7.2	-3.2	-4.8	96.9	0.7	-2.8
Cc1ccc(S(=O)(=O)N(c2nc(NC(C)C)nc(NC(C)C)n2)n2cnnc2)cc1	98.6	105.8	1.0	2.4	8.7	99.8	1.5	1.4
Cc1ccc(N(C)S(=O)(=O)c2csc(C(N)=O)c2)cc1C	91.4	101.9	5.1	11.5	3.6	99.2	7.6	13.4
O=C(O)C1C2CCC(O2)C1C(=O)NCCC1=CCCCC1 (stereo not given)	99.1	101.1	-2.5	5.0	-11.7	96.6	-0.4	7.0
Cc1ccc(NC(=S)N2CCN(c3ncccn3)CC2)c(C)c1	90.7[may fluoresce red]	107.3[may fluoresce red]	-1.8	-1.8	-3.8	?	-1.2	-5.5
Cc1ccc(CCC(=O)NCc2ccccc2)o1	83.3	94.6	-4.3	-23.6	-6.8	95.6	0.5	-3.0
O=S(=O)(/N=C(/Nc1ccccc1)c1ccccc1O)c1ccccc1	106.5	109.6	-9.9	-3.4	-10.5	109.6	2.9	6.7
CC1CC(C)CN(C(=O)CCCn2c(=S)[nH]c3ccccc3c2=O)C1 (stereo not given)	103.0	136.7	4.7	8.0	2.9	96.2	0.0	-10.1
COc1ccc(CC(=O)N2CCN(S(=O)(=O)c3cccs3)CC2)cc1OC	106.0	107.9	-3.4	0.3	5.5	108.6	2.6	10.7
Cc1ccc(-c2csc(-c3c[nH]c4ccccc34)n2)cc1	104.3	102.0	-0.6	6.3	0.7	98.4	74.3*	7.7
Cc1ccc(-c2nc(SCC(=O)c3c(N)n(C4CC4)c(=O)[nH]c3=O)n[nH]2)cc1	92.0	91.9	2.6	3.5	nt	93.1	5.3	nt
CC1=C(C(=O)OCc2ccc3c(c2)OCO3)C(c2ccc(Cl)cc2)NC(=O)N1 (stereo not given)	100.2	98.4	-0.9	3.2	-3.7	94.2	-0.9	-7.2
S=c1[nH]ccn1CCc1ccccc1	95.4	99.7	-4.9	-1.1	5.6	100.0	2.0	-6.8
OC1(c2cccc(C(F)(F)F)c2)CCN(c2ccc(-c3ccccc3)nn2)CC1	95.4	95.2	4.3	1.9	-0.6	93.3	2.2	7.2
CCCCc1cc(=O)oc2c(C)c(OCC(=O)NCc3ccccn3)ccc12	103.3	103.5	10.6	6.6	-4.3	99.9	28.0	-17.0
COc1ccc(O)c(-c2cc(-c3ccc(F)cc3)n[nH]2)c1	nt	98.0	5.1	0.8	-3.1	98.4	95.6*	-18.0
O=C(CCN1C(=O)/C(=C/c2ccccc2F)SC1=S)NC1C=CS(=O)(=O)C1 (stereo not given)	95.2	98.8	0.1	-4.4	-0.1	99.7	0.5	-3.0
Cc1noc(C)c1COC(=O)c1cc(F)c(F)cc1Cl	107.2	107.6	-3.3	-7.2	3.9	98.8	-1.0	-18.7
COC(=O)C(CC(C)C)NC(=O)c1ccc([N+](=O)[O-])c(C)c1 (stereo not given)	101.0	110.3	3.4	4.8	3.0	105.2	9.7	-4.4

Assay outcomes (PubChem BioAssay)
